# Screens: PubChem, several laboratories
# SARS 3CLpro inh – SARS-CoV 3CLpro protease inhibition. recombinant SARS-CoV 3CLpro, quenched FRET peptide cleavage. P0C6X7. inhibition, % at 6 µM. hit rate 0.14% among 290,000. AID 1706; in the data active means inhibition above about 12%
# PriA SSB inh – inhibitors of Klebsiella pneumoniae PriA binding to SSB C-terminal tail | hit rate 0.6% among 430,000 | inhibition, % at 33 µM | AlphaScreen SSBct-PriA binding, biotinylated peptide; in the data active means inhibition mostly above about 37%, no sharp cut-off; inactive means mostly below about 20%;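 further: plate controls were negative control peptide for no effect and reference peptide for full effect; strong numbers were not always called active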
# CCHF vOTU inh – CCHFV vOTU protease inhibition | Pep-AMC fluorescence | inhibition, % at 11.5 µM | hit rate 0.55% among 370,000 | AID 651958; in the data active means inhibition above about 30%; further: 0% = vehicle wells with enzyme and 100% = no enzyme wells
# MazEF act – increases E. coli MazEF RNase cleavage of RNA; activation, % at 20 µM; P0AE70; FAM/BHQ RNA-DNA oligo cleavage fluorescence, 5 h; hit rate 0.32% among 350,000; in the data active means activation above about 50%
# Target sequence (P0AE70 whole entry, looked up): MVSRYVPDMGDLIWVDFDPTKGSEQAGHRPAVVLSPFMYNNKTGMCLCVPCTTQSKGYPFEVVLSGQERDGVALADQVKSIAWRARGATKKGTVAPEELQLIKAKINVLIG
# Y pestis TopoI – inhibitors of Yersinia pestis topoisomerase I | Y. pestis Topo-I cleavage product accumulation, plate reader | hit rate 0.064% among 360,000 | activity, % at 10 µM; in the data active means activity above about 50%, passing the limit was not always enough; further: inactives centre near 2
# Rv3671c inh – inhibitors of M. tuberculosis serine protease Rv3671c | inhibition, % at 5.96 µM | P9WHR9 | hit rate 0.048% among 320,000 | AID 2606; in the data active means inhibition above about 38%;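 further: extracellular domain of Rv3671c used as enzyme; 0% = enzyme with DMSO and 100% = no enzyme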
# Target sequence (P9WHR9 whole entry, looked up, the tested form may be a part): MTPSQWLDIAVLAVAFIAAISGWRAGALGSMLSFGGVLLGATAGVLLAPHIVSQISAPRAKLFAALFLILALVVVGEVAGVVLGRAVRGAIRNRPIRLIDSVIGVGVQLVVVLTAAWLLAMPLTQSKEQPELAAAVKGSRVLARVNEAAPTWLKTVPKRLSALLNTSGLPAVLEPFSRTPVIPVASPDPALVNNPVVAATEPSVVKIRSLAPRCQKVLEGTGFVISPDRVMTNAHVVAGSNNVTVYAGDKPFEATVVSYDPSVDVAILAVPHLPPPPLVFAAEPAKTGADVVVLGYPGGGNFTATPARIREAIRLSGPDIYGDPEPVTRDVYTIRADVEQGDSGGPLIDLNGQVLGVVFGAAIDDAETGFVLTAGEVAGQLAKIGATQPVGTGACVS
# PrPC surface inh – cell surface PrPC inhibition, primary TR-FRET screen. hit rate 0.43% among 370,000. TR-FRET read-out. inhibition, % at 13.8 µM. P04156. AID 720596; in the data active means inhibition above about 24%; further: 0% = median of the test wells and 100% = reference compound wells
# TcdB inh – inhibitors of Clostridioides difficile toxin B glycohydrolase | TcdB glycohydrolase enzymatic assay, plate reader | inhibition, % at 9.99 µM | hit rate 0.24% among 350,000 | AID 652162 | P18177; in the data active means inhibition above about 10%
# Vc quorum ag – quorum light induction in luxS cqsA deficient V. cholerae. V. cholerae BH1578 lux reporter, luminescence, 6 h. activation, % at 18.7 µM. hit rate 0.16% among 350,000; in the data active means activation mostly above about 9.7%, no sharp cut-off; further: not every result past the cut was called active; inactives centre near 0; reference of the scale not given here
# DUSP3 inh – DUSP3 (human) phosphatase inhibition; AID 1654; inhibition, % at 13.3 µM; recombinant VHR phosphatase, pNPP absorbance; P51452; hit rate 0.52% among 290,000; in the data active means inhibition above about 50%; further: some compounds called inactive have numbers as strong as hits
# Target sequence (P51452 whole entry, looked up): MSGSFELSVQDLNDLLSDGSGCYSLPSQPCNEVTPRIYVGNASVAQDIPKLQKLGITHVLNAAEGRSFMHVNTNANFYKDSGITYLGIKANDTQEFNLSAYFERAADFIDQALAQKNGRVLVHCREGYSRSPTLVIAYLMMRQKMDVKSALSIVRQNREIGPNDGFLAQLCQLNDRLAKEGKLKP
# An asterisk follows results filed as active; i = inactive; nt = not tested or not shown; & = joins results of further samples.
SMILES,SARS 3CLpro inh,PriA SSB inh,CCHF vOTU inh,MazEF act,Y pestis TopoI,Rv3671c inh,PrPC surface inh,TcdB inh,Vc quorum ag,DUSP3 inh
CCC(NC(=S)NC1CCCCC1)c1ccccc1 (configuration not stated),-1,nt,-13,nt,7,nt,12,0.7,-0.5,11
CCOC(=O)[C@H]1[C@H]2COc3cc(OC)ccc3[C@@H]2N2C(=O)c3ccc(C)cc3NC(=O)[C@@]12C,nt,-1,-4,6,12,-9,-3,1.7,-0.8,nt
COc1ccc(-c2nc3ccccc3c(=O)n2CCOc2ccccc2C)cc1,-7,-12,2,-2,-5,-2,-1,0.3,-0.3,-4
Cc1cccnc1CCNC(=O)C1CCC(=O)N(Cc2cccc(F)c2)C1 (configuration not stated),2,4,-6,2,8,0,-8,2.0,2.2,-23
CC1CCCCN1CC(O)COCc1ccc(Cl)cc1 (configuration not stated),0,-5,18,2,12,-5,2,-0.1,-0.3,26
Cc1ccc(S(=O)(=O)NC(=O)c2ccc(-c3ccc(C)c4ccccc34)o2)cc1,-2,-36,-49,-9,30,-16,0,0.2,i,0
COCCn1ccc2c(OCC(=O)NCc3ccc(C)cc3)cccc2c1=O,nt,4,-4,2,6,-6,2,-1.8,-1.2,nt
COc1ccc2ccc3c(c2c1)N=C[C@]1(O3)N(C)c2ccccc2C1(C)C,0,-14,46*,1,4,-85,-3,2.7,0.0,0
CC(C)(C)C(=O)c1cnc(Nc2ccccc2Cl)s1,0,-13,2,-1,3,-14,28*,nt,i,28
O=C(CCCNC(=O)c1ccc(Cl)cc1)Nc1ccccc1C(F)(F)F,2,-4,-10,8,-1,2,-2,-1.3,i,2
CCc1nnc(NC(=O)CSc2nc(-c3ccccc3)cc(-c3ccc(F)cc3)c2C#N)s1,-5,-14,5,-14,2,12,-2,nt,-0.7,28
CCCCC1=CC2=CC(=O)C(C)(OC(=O)CC)C(=O)C2=CN1c1ccc(OC)cc1 (configuration not stated),nt,3,-6,0,-7,-2,-5,0.0,i,19
O=C(Nc1cccc([N+](=O)[O-])c1)c1ccc2c(c1)C(=O)N(c1ccccn1)C2=O,-2,-4,-2,7,1,-6,-12,0.0,-7.8,23
O=C(Oc1ccc(Cl)c2ccccc12)N1CCCCC1,0,-65&-51,8,-11,36,5,-25,nt,-0.6,-34
COC1OC(CO)C(O)C(O)C1O (configuration not stated),1,1,-3,-4,-4,6,-5,0.5,-0.4,21
CNC(=O)C1(C)Cc2c(-c3ccc4c(c3)OCO4)ccnc2O1 (configuration not stated),nt,nt,0,nt,8,nt,3,1.1,i,nt
O=C(NCc1nnc(SCC(=O)N2CCCCCC2)o1)c1ccc(F)cc1,0,3,-7,0,-12,5,3,-7.0,-0.8,37
COC(=O)C1=C(O)/C(=C\c2ccc(CNC(=O)C(=O)Nc3ccc(C)cc3)o2)N=C1C,-2,1,7,-5,-5,-7,-1,nt,-4.5,-3
C[C@H](CO)N1C[C@H](C)[C@@H](CN(C)C(=O)Nc2ccc(C(F)(F)F)cc2)Oc2c(NC(=O)c3ccncc3)cccc2C1=O,nt,-17,-1,10,-4,-1,1,-0.4&0.7,-6.7,nt
Cc1[nH]c2ccccc2c1CCCNC1CCCCC1,-1,4,-7,7,-12,5,5,nt,-0.2,8

# A second format for four compounds above.
# Screens in order – SARS 3CLpro inh | PriA SSB inh | CCHF vOTU inh | MazEF act | Y pestis TopoI | Rv3671c inh | PrPC surface inh | TcdB inh | Vc quorum ag | DUSP3 inh
- CNC(=O)C1(C)Cc2c(-c3ccc4c(c3)OCO4)ccnc2O1 (configuration not stated)
    nt | nt | 0 | nt | 8 | nt | 3 | 1.1 | i | nt
- O=C(NCc1nnc(SCC(=O)N2CCCCCC2)o1)c1ccc(F)cc1
    0 | 3 | -7 | 0 | -12 | 5 | 3 | -7.0 | -0.8 | 37
- COC(=O)C1=C(O)/C(=C\c2ccc(CNC(=O)C(=O)Nc3ccc(C)cc3)o2)N=C1C
    -2 | 1 | 7 | -5 | -5 | -7 | -1 | nt | -4.5 | -3
- C[C@H](CO)N1C[C@H](C)[C@@H](CN(C)C(=O)Nc2ccc(C(F)(F)F)cc2)Oc2c(NC(=O)c3ccncc3)cccc2C1=O
    nt | -17 | -1 | 10 | -4 | -1 | 1 | -0.4&0.7 | -6.7 | nt

# New compounds follow.
SMILES,SARS 3CLpro inh,PriA SSB inh,CCHF vOTU inh,MazEF act,Y pestis TopoI,Rv3671c inh,PrPC surface inh,TcdB inh,Vc quorum ag,DUSP3 inh
COc1cccc(-c2[nH]nc3c2C(c2ccsc2)C(C#N)=C(N)O3)c1 (configuration not stated),2,-8,-1,8,-9,-37,1,nt,i,37
Cc1ccc(S(=O)(=O)N2CC3CC(C2)c2cccc(=O)n2C3)cc1 (configuration not stated),-2,-5,-17,7,-1,-2,-7,nt,i,38
Cc1cc(=O)c(C(=O)O)cn1Nc1ccc(Cl)cc1,2,-11,6,0,-5,4,-7,1.8,0.4,28
COc1ccc(C2=NN(Cc3c(F)cccc3Cl)C(=O)CC2)cc1,4,1,7,2,40,4,-2,3.1,-0.2,36
CCOc1cc(/C=C(\C#N)C(=O)Nc2ccccc2C(=O)O)ccc1OC(=O)c1ccc(C)cc1,4,-9,-10,-9,-2,1,5,0.2,0.7,85
O=[N+]([O-])c1cccc(/C=C/c2ccccn2)c1,-4,-4,-11,-6,-2,-3,-30,1.0,-0.7,31
Nc1nnc(SCc2cccnc2)s1,-1,3,-13,7,4,-11,-4,nt,i,24
CC1(C)CSC(=NCc2ccccc2)N1,-1,2,2,5,6,2,6,0.2,-0.2,6
Cc1cccc(N2CCN(S(=O)(=O)c3c(C)noc3/C=C/N(C)C)CC2)c1C,10,-1,17,-2,6,-1,-2,-0.1,-0.2,-15
COc1cc(CC(=O)Nc2ccc3nc(C)sc3c2)cc(OC)c1OC,5,-12,0,8,-4,0,9,1.3,i,10
COc1ccc2c(c1)c1ccccc1n2C,0,-41,-17,-5,2,0,1,nt,i,16
COc1cc(CC(=O)O)c(C(C)=O)cc1OC,-3,-8,0,-5,-9,-3,4,nt,nt,37
O=C(NNC(=O)C1CCC(C(=O)NNC(=O)c2cccs2)CC1)c1cccs1 (configuration not stated),3,-5,8,2,-2,-8,1,1.6,-3.2,14
O=C(Nc1ccc(Cl)cn1)c1ccccc1SCc1ccccc1,5,-6,-7,-10,18,-1,-2,1.1,-0.8,-1
O=C(NN1CC(=O)N(c2cc(Cl)cc(Cl)c2)CC1=O)c1cccs1,1,2,-1,8,-10,-5,4,-0.4,-1.6,20
COCCNC(=O)c1nc2c(nnn2Cc2cc(C)ccc2C)c(=O)[nH]1,-2,-8,-2,-2,5,-2,3,-3.9,-1.6,-9
CC1(C)CC2CC(C)(CN2S(=O)(=O)c2cccc(C(=O)O)c2)C1 (configuration not stated),nt,-15,17,-5,-3,-4,7,-0.8,-0.4,nt
C#CCOCCOCCOCCNc1nc(N2CCN(C(=O)C([C@@H](C)O)n3cc([C@@H](N)CCCCN)nn3)CC2)nc(N2CCN(C(=O)C([C@@H](C)O)n3cc([C@@H](N)CCCCN)nn3)CC2)n1 (some centres not stated),nt,-32,12,7,-24,-2,-8,0.2,i,nt
O=C(Nc1ccnc(-c2ccncc2)n1)c1cccs1,-4,-1,-10,10,-7,-3,1,1.7,-0.6,13
N#Cc1ccc(NC(=O)COC(=O)C2Cc3ccccc3CN2C(=O)c2ccccc2)cc1 (configuration not stated),6,-8,-6,-4,7,-20,1,nt,1.4,2

# An excerpt from above in order of length of the SMILES, falling:
SMILES,SARS 3CLpro inh,PriA SSB inh,CCHF vOTU inh,MazEF act,Y pestis TopoI,Rv3671c inh,PrPC surface inh,TcdB inh,Vc quorum ag,DUSP3 inh
C#CCOCCOCCOCCNc1nc(N2CCN(C(=O)C([C@@H](C)O)n3cc([C@@H](N)CCCCN)nn3)CC2)nc(N2CCN(C(=O)C([C@@H](C)O)n3cc([C@@H](N)CCCCN)nn3)CC2)n1 (some centres not stated),nt,-32,12,7,-24,-2,-8,0.2,i,nt
COc1cccc(-c2[nH]nc3c2C(c2ccsc2)C(C#N)=C(N)O3)c1 (configuration not stated),2,-8,-1,8,-9,-37,1,nt,i,37
O=C(NN1CC(=O)N(c2cc(Cl)cc(Cl)c2)CC1=O)c1cccs1,1,2,-1,8,-10,-5,4,-0.4,-1.6,20
COc1cc(CC(=O)O)c(C(C)=O)cc1OC,-3,-8,0,-5,-9,-3,4,nt,nt,37
COc1ccc2c(c1)c1ccccc1n2C,0,-41,-17,-5,2,0,1,nt,i,16

# New compounds follow.
SMILES,SARS 3CLpro inh,PriA SSB inh,CCHF vOTU inh,MazEF act,Y pestis TopoI,Rv3671c inh,PrPC surface inh,TcdB inh,Vc quorum ag,DUSP3 inh
O=C(CN1CCC(n2nnc3cc(F)ccc32)CC1)Nc1ccc2c(c1)CCC2,4,3,1,0,24,4,4,nt,-0.1,10
Cc1ccc(S(=O)(=O)N2CCN(C(=O)C(C)Cn3nc(C)c(C)c3C)CC2)cc1 (configuration not stated),1,-11,6,7,5,-2,-3,0.8,-3.3,15
O=C(Nc1cc(Br)ccc1O)c1cc(-c2cccs2)on1,4,-3,13,5,-2,-30,4,-0.1,i,22
CCOc1ccccc1NC(=O)CSc1nc2cccnc2n1C,3,1,2,6,-1,-4,8,nt,nt,19
CCC(=O)NC(=S)Nc1ccc(NC(=O)c2ccc(C)c([N+](=O)[O-])c2)cc1,11,-11,-11,9,-4,-13,0,0.8,-0.2,8
Cc1ccc(-c2ccc(=O)n(CCC(=O)N3CCN(Cc4ccccc4)CC3)n2)cc1,-2,-8,2,8,31,1,-8,1.6,-0.8,-15
CCn1ccc2c(OCC(=O)NCCc3ccc(OC)c(OC)c3)cccc2c1=O,nt,-12,2,3,-1,-4,5,-4.1,-0.7,nt
C/C(COc1ccccc1)=N\NC(=O)c1nnn(-c2nonc2N)c1-c1ccc(C)cc1,nt,nt,-5,5,-6,nt,-2,4.1,-0.8,nt
Brc1ccc(N/N=C(/N=Nc2nn[nH]n2)c2ccccc2)cc1,5,nt,25,-1,-1,17,14,-1.3,-0.3,7
COc1ccc(CCNC(=O)C(C)Sc2ccc(C)cc2)cc1OC (configuration not stated),2,1,5,-1,11,-3,5,nt,1.9,-2
O=C(NCCN1C(=O)C2C3C=CC(C3)C2C1=O)Nc1ccccn1 (configuration not stated),nt,-3,4,1,6,5,-2,0.3,-0.2,-2
CC(C)(C)NCCOc1ccc(Br)cc1,-4,-4,-6,35,-5,0,5,0.5,nt,4
O=C1CN(C(=O)COC(=O)c2ccc(Cl)c(S(=O)(=O)N3CCCCC3)c2)c2ccccc2N1,nt,2,-5,0,17,1,1,1.7,-4.2,nt
COC(=O)c1cc2cc(NS(=O)(=O)c3ccc(C)cc3)ccc2s1,-1,-1,5,6,-2,-24,3,nt,-2.2,-4
C/C=C(/C)C(=O)OC1CC(C)(C)C[C@H]2C3=CC[C@@H]4[C@@]5(C)CCC(O[C@@H]6O[C@@H](C(=O)O)[C@@H](O)C(O[C@@H]7OC[C@H](O)[C@@H](O)[C@@H]7O[C@@H]7OC(CO)C(O)[C@@H](O)[C@@H]7O)C6O[C@@H]6OC(CO)C(O)C(O)C6O)[C@@](C)(CO)[C@@H]5CC[C@]4(C)[C@]3(C)CC(O)[C@@]12CO (some centres not stated),nt,-11,nt,8,21,-6,nt,nt,-0.2,nt
Cc1ccccc1NCC(=O)N/N=C/c1ccc([N+](=O)[O-])cc1,5,nt,-1,2,-18,4,-28,nt,i,-8

# Record cards (already shown).
# COC(=O)c1cc2cc(NS(=O)(=O)c3ccc(C)cc3)ccc2s1 across the screens: SARS 3CLpro inh = -1; PriA SSB inh = -1; CCHF vOTU inh = 5; MazEF act = 6; Y pestis TopoI = -2; Rv3671c inh = -24; PrPC surface inh = 3; TcdB inh = nt; Vc quorum ag = -2.2; DUSP3 inh = -4
# Cc1ccccc1NCC(=O)N/N=C/c1ccc([N+](=O)[O-])cc1 across the screens: SARS 3CLpro inh = 5; PriA SSB inh = nt; CCHF vOTU inh = -1; MazEF act = 2; Y pestis TopoI = -18; Rv3671c inh = 4; PrPC surface inh = -28; TcdB inh = nt; Vc quorum ag = i; DUSP3 inh = -8

# A portion of the library (hit frequency here may not be typical).
